Compound activity (PubChem)
CYP2C9 activ – increases human cytochrome P450 2C9 activity | P11712 | recombinant CYP2C9, luciferin-H conversion, luminescence; stronger effect = higher value; factor 1 = untreated enzyme, 0 = blocked | activation factor at 5 µM | 96,000 tested, 1.4% active | AID 1024;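 active = activation factor of 2 or more for CYP2C9 at a 5 µM dose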;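 also: 0 = sulfaphenazole-blocked wells and 1 = vehicle-only wells; values of inactives mirror those of a sister screen read the other way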
Target sequence (P11712 whole entry, looked up): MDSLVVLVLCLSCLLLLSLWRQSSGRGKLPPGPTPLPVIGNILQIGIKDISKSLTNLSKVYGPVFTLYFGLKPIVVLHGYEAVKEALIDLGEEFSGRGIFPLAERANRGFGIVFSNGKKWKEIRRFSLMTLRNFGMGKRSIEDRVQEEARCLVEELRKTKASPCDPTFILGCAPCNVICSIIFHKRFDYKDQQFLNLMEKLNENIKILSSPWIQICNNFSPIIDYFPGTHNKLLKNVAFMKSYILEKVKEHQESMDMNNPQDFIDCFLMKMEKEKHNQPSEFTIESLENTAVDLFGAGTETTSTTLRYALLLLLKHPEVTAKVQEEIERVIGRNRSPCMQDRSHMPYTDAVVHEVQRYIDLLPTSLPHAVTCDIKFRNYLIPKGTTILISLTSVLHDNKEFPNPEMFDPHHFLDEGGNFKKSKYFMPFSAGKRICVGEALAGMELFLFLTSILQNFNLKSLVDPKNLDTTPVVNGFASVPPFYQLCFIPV
CYP2C9 inhib – blocks human cytochrome P450 2C9. P11712. CYP2C9 Supersomes, luciferin-H conversion, luminescence. inhibition, % at 5 µM. 96,000 tested, 20% active. AID 777;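 active = blocking of liver enzyme CYP2C9 beyond about 50% at 5 µM, limit read from the data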; also: values of inactives mirror those of a sister screen read the other way
Candida biofilm – kills Candida albicans biofilms; C. albicans biofilm + clotrimazole, Alamar Blue; 85,000 tested, 0.14% active; inhibition, % at 6 µM;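 active = inhibition above 20%; inactive = inhibition below 20%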;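 also: preformed 24 hr biofilms exposed to compound for 48 hr; 0% = biofilm without compound and 100% = blank killed by clotrimazole plus chlorhexidine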
Numbers without * were called inactive; . = not tested or not shown. A portion of the library. The share of hits here may be higher or lower than overall.

Start of the listing, in advance (22 entries):
SMILES	CYP2C9 activ	CYP2C9 inhib	Candida biofilm
COc1ccc(N2CCN(CCNS(=O)(=O)c3cccc4nsnc34)CC2)cc1	1.2	-21.6	.
CCN(CC)C(=O)COn1c(SCC(=O)N(CC)CC)nc2ccccc2c1=O	0.7	25.7	.
O=C(O)c1ccc2c(c1)N(Cc1ccccc1)C(=O)c1ccccc1S2=O (configuration not stated)	0.6	40.6	.
Cn1ccnc1SCC(=O)Nc1cccc(C(F)(F)F)c1	1.5	-51.9	.
Cc1cc(C)c2nc3s/c(=C/c4ccc5c(c4)n(C)c(=O)n5C)c(=O)n3c2c1	1.1	-14.8	.
CCC(=O)NC1(C(F)(F)F)C(=O)Nc2c1c(=O)n(C)c(=O)n2C (configuration not stated)	0.4	58.0*	.
COc1ccc(OC)c(NC(=O)CN2C(=O)C3(OCCCO3)c3ccccc32)c1	0.3	68.9*	.
Cc1ccc2nc3c(cc(C#N)c(=O)n3-c3nccs3)c(=O)n2c1	1.1	-6.4	.
O=C(c1ccc(F)cc1)N1CCC(N2CCCCCC2)CC1	1	2.4	.
CCN(CC)CCOC(=O)c1ccc(NC(=O)CCNC(=O)Cn2ccc3ccccc3c2=O)cc1	0.5	49.8	.
CC(Nc1ncnc2nc[nH]c12)c1ccccc1 (configuration not stated)	1	-4.6	.
COc1ccc(S(=O)(=O)Cc2ccc(C(=O)N3CCN(c4ccccc4)CC3)o2)cc1	0.3	65.7*	.
COc1ccccc1C1C(C(=O)c2sc(C)nc2C)=C(O)C(=O)N1CCN1CCOCC1 (configuration not stated)	1.1	-8.0	.
COc1ccc(S(=O)(=O)N2CCCN(S(=O)(=O)c3ccc(OC)cc3C)CC2)c(C)c1	2.1*	-108.8	.
CN1CCc2c(sc3c2c(=O)n(-c2ccccc2)c2nnc(SCc4ccccc4)n32)C1	0.9	8.4	.
C=CCn1c(=O)c2ccccc2n2c(SCC(=O)NCc3cccs3)nnc12	1	4.6	.
O=S(=O)(NCC1CCCO1)c1cc(Br)c(Br)s1 (configuration not stated)	2*	-97.0	.
Clc1nc(-c2n[nH]nc2Cl)n[nH]1	0.9	8.9	.
COC(=O)c1ccccc1NC(=O)Cn1cnc2ccc(S(=O)(=O)N3CCC(C)CC3)cc2c1=O	0.8	18.6	.
CC(=O)C1C(=O)C=C(c2ccco2)CC1c1ccccc1 (configuration not stated)	0.6	41.5	.
OCCNc1nc(OCC(F)(F)F)nc(N2CCN(C34CC5CC(CC(C5)C3)C4)CC2)n1	0.8	23.0	.
CC(C)c1ccc(NC(=O)C(c2ccc3c(c2)OCO3)N2CCN(C(=O)c3ccco3)CC2)cc1 (configuration not stated)	0.9	14.1	.

The whole of this part, repeating the preview:
SMILES	CYP2C9 activ	CYP2C9 inhib	Candida biofilm
COc1ccc(N2CCN(CCNS(=O)(=O)c3cccc4nsnc34)CC2)cc1	1.2	-21.6	.
CCN(CC)C(=O)COn1c(SCC(=O)N(CC)CC)nc2ccccc2c1=O	0.7	25.7	.
O=C(O)c1ccc2c(c1)N(Cc1ccccc1)C(=O)c1ccccc1S2=O (configuration not stated)	0.6	40.6	.
Cn1ccnc1SCC(=O)Nc1cccc(C(F)(F)F)c1	1.5	-51.9	.
Cc1cc(C)c2nc3s/c(=C/c4ccc5c(c4)n(C)c(=O)n5C)c(=O)n3c2c1	1.1	-14.8	.
CCC(=O)NC1(C(F)(F)F)C(=O)Nc2c1c(=O)n(C)c(=O)n2C (configuration not stated)	0.4	58.0*	.
COc1ccc(OC)c(NC(=O)CN2C(=O)C3(OCCCO3)c3ccccc32)c1	0.3	68.9*	.
Cc1ccc2nc3c(cc(C#N)c(=O)n3-c3nccs3)c(=O)n2c1	1.1	-6.4	.
O=C(c1ccc(F)cc1)N1CCC(N2CCCCCC2)CC1	1	2.4	.
CCN(CC)CCOC(=O)c1ccc(NC(=O)CCNC(=O)Cn2ccc3ccccc3c2=O)cc1	0.5	49.8	.
CC(Nc1ncnc2nc[nH]c12)c1ccccc1 (configuration not stated)	1	-4.6	.
COc1ccc(S(=O)(=O)Cc2ccc(C(=O)N3CCN(c4ccccc4)CC3)o2)cc1	0.3	65.7*	.
COc1ccccc1C1C(C(=O)c2sc(C)nc2C)=C(O)C(=O)N1CCN1CCOCC1 (configuration not stated)	1.1	-8.0	.
COc1ccc(S(=O)(=O)N2CCCN(S(=O)(=O)c3ccc(OC)cc3C)CC2)c(C)c1	2.1*	-108.8	.
CN1CCc2c(sc3c2c(=O)n(-c2ccccc2)c2nnc(SCc4ccccc4)n32)C1	0.9	8.4	.
C=CCn1c(=O)c2ccccc2n2c(SCC(=O)NCc3cccs3)nnc12	1	4.6	.
O=S(=O)(NCC1CCCO1)c1cc(Br)c(Br)s1 (configuration not stated)	2*	-97.0	.
Clc1nc(-c2n[nH]nc2Cl)n[nH]1	0.9	8.9	.
COC(=O)c1ccccc1NC(=O)Cn1cnc2ccc(S(=O)(=O)N3CCC(C)CC3)cc2c1=O	0.8	18.6	.
CC(=O)C1C(=O)C=C(c2ccco2)CC1c1ccccc1 (configuration not stated)	0.6	41.5	.

Taken from above (4 entries):
SMILES	CYP2C9 activ	CYP2C9 inhib	Candida biofilm
C=CCn1c(=O)c2ccccc2n2c(SCC(=O)NCc3cccs3)nnc12	1	4.6	.
O=S(=O)(NCC1CCCO1)c1cc(Br)c(Br)s1 (configuration not stated)	2*	-97.0	.
Clc1nc(-c2n[nH]nc2Cl)n[nH]1	0.9	8.9	.
COC(=O)c1ccccc1NC(=O)Cn1cnc2ccc(S(=O)(=O)N3CCC(C)CC3)cc2c1=O	0.8	18.6	.

Going on with the list.
SMILES	CYP2C9 activ	CYP2C9 inhib	Candida biofilm
OCCNc1nc(OCC(F)(F)F)nc(N2CCN(C34CC5CC(CC(C5)C3)C4)CC2)n1	0.8	23.0	.
CC(C)c1ccc(NC(=O)C(c2ccc3c(c2)OCO3)N2CCN(C(=O)c3ccco3)CC2)cc1 (configuration not stated)	0.9	14.1	.
O=C(O)CCSCCC(=O)O	1.3	-28.5	.
O=C(Nc1ncc(Br)s1)C1CCCN1S(=O)(=O)c1cccc2cccnc12 (configuration not stated)	0.6	40.0	.
CCOC(=O)c1cccc(NC(=O)C(NS(=O)(=O)c2ccc3c(c2)CCN3C(C)=O)C(C)C)c1 (configuration not stated)	0.3	67.9*	.
COc1ccc(N2CCN(C(=O)CN=C3NS(=O)(=O)C(c4ccc(C)cc4)=C3C)CC2)cc1	0.5	47.2	.
CN1CCCN(Cc2ccccc2C(F)(F)F)CC1	0.6	43.9	.
COCCCNC(=O)CCCOc1ccccc1	1	-1.1	.
COc1cc([C@@H]2[C@H]3CN(C)CC=C3C(C#N)=C(N)C2(C#N)C#N)cc2c1OCO2	0.7	26.6	.
Nc1c(C(=O)NCCN2CCOCC2)c2nc3ccccc3nc2n1-c1cccc(F)c1	0.9	7.9	.
COC(=O)CN1C(=O)C(O)(CC(=O)c2ccc(C)cc2)c2ccccc21 (configuration not stated)	0.7	32.5	.
CCN(CCNC(=O)C1CCN(c2nnc(-n3cccc3)s2)CC1)c1ccccc1	0.1	87.2*	.
CCc1nn(C(C)C(=O)NCCN2CCN(c3cccc(C)c3C)CC2)c(=O)c2cc3occc3n12 (configuration not stated)	1.6	-56.8	.
Cc1cc(=O)n2nc(N3CCCC(C(=O)NCCCN4CCc5ccccc5C4)C3)sc2n1 (configuration not stated)	0.8	15.1	.
O=C(O)c1cccc(COc2ccc(CO)cc2Cl)c1	0.1	93.5*	.
O=C1CC(NCc2ccco2)C(=O)N1CCc1ccccc1 (configuration not stated)	1	2.1	.
NC(=O)c1cnn2c1NC(c1ccc(F)cc1)CC2C(F)(F)F (configuration not stated)	0.5	54.5*	.
CN1CCN(C(=O)C2CCN(S(=O)(=O)c3ccc4c(c3)oc(=O)n4C)CC2)CC1	1.2	-22.0	.
COCCCNC(=O)c1c(N)n(/N=C/c2cccnc2)c2nc3ccccc3nc12	1	-3.0	.
COc1ccc(OC)c(C2C(C(=O)N(C)C)=C(C)Nc3nc4ccccc4n32)c1 (configuration not stated)	1	0.1	.
COc1ccc(N2CCN(C(c3cc(OC)ccc3OC)c3nnnn3Cc3ccco3)CC2)cc1 (configuration not stated)	0.7	29.6	.
CC1=CC(C)(C)Nc2ccc(OC(=O)CN3C(=O)CCC3=O)cc21	1.1	-10.7	.
CC(C)(C)C(=O)C(CO)(Oc1ccc(Cl)cc1)n1cncn1 (configuration not stated)	0.2	76.7*	.
Cc1ccc(S(=O)(=O)NCCC(=O)NCCN2CCCCCC2)cc1	1.4	-36.7	.
O=c1c2cc(N3CCOCC3)ccc2[nH]c(=S)n1Cc1ccccn1	0.7	27.2	.
CCOc1ccc(OCc2cccc(C(=O)O)c2)cc1	0	98.9*	.
O=C(OCC(=O)N1CCN(C(=O)c2ccco2)CC1)c1ccccc1OCc1ccc(Cl)cc1	0.2	77.0*	.
COc1nc(N)nc(N2CCOCC2)n1	1	-2.6	.
N#CCCn1c(C(C#N)(CCC#N)CCC#N)nc2ccccc21	1.1	-7.5	.
COc1ccc(C2C3=C(CCCC3=O)Nc3nc(C(F)(F)F)nn32)cc1OC (configuration not stated)	0.7	32.7	.
Cc1nn(-c2ccccc2)c2c1C(O)n1c(nc3ccccc31)S2 (configuration not stated)	0.4	57.6*	.
CCOc1ccc(-c2nc(CSCC(=O)NCCN3CCOCC3)c(C)o2)cc1	0.8	24.7	.
N#CCCN(C(=O)c1ccco1)c1ccccc1	0.9	12.2	.
Cn1c(=O)c2c(nc(CN3CCC(Cc4ccccc4)CC3)n2CCN2CCOCC2)n(C)c1=O	0.5	46.6	.
O=C(Nc1ccc2nc(-c3ccco3)c(-c3ccco3)nc2c1)N1CCCCCC1	1	4.8	.
O=C(CN1C(=O)CCSc2ccccc21)Nc1cccc(F)c1	0.3	66.7*	.
CC1CC(=O)N(CC(=O)Nc2ccc3c(c2)OCCO3)c2ccccc2S1 (configuration not stated)	0.8	15.7	.
CCC(C(=O)N1CCc2ccccc2C1)n1nc(C)n2c(cc3occc32)c1=O (configuration not stated)	0.3	69.1*	.
CCCCCNC(=O)c1cc(S(=O)(=O)N2CCCCC2)ccc1F	0.9	10.4	.
CCn1nnnc1NCc1ccc(N2CCCC2)cc1	0.2	81.4*	.
COc1ccc(CN2CCC(C(=O)N(C)CCc3ccc(OC)c(OC)c3)CC2)c(OC)c1	1	1.6	.
CCOC(=O)N1CCN(C(=O)CCc2c(C)nc3c(c(C)nn3-c3ccc(C)c(C)c3)c2C)CC1	0.5	49.1	.
CCOC(=O)N1CCC(NC(=O)c2cccnc2SC)CC1	1.1	-13.3	.
Cc1ccc(NS(=O)(=O)c2cccc(C(=O)OCC(=O)NCc3ccco3)c2)cc1	0.1	85.8*	.
CCn1ncc(C2=NOC(C(=O)Nc3ccccc3C(=O)OC)C2)c1C (configuration not stated)	1.3	-34.3	.
O=C(CSc1nc(O)c(C2CCCCC2)c(=O)[nH]1)Nc1ccc(Cl)cc1	0.3	65.5*	.
CCOC(=O)c1ccc(Nc2cc(C)nc(-c3ccccc3O)n2)cc1	0.4	56.9*	.
COc1ccc(OC)c(C2=NOC(C(=O)Nc3cc(C)nn3-c3ccccc3)C2)c1 (configuration not stated)	0.8	17.0	.
O=C(COc1ncnc2ccccc12)NCCC1=CCCCC1	0.7	26.8	.
Cc1ccc2nc(C(F)(F)F)c(C#N)c(N)c2c1	1	2.4	.
O=C(COc1ccccc1O)c1cccs1	1	-2.0	.
Cc1cc(N2CCOCC2)c2c(N)c(Br)cc(C)c2n1	0.9	11.0	.
COc1cc2nc(=S)n3[nH]c(CCn4nc(C)cc4C)nc3c2cc1OC	0.6	43.9	.
CCC(C(=O)N1CCN(c2ccccn2)CC1)n1nc(C)n2c(cc3occc32)c1=O (configuration not stated)	0.1	90.9*	.
c1ccn2cc(CSC3=NCCS3)nc2c1	0.9	10.5	.
O=C(Cc1coc(-c2ccc(F)cc2)n1)N1CCOCC1	0.5	51.8*	.
COCCn1c(C)cc(C(=O)COC(=O)c2n[nH]c3ccccc23)c1C	1.7	-66.0	6.8
Cc1cccc2c1nc(-c1ccccc1)n1nnnc21	1.1	-5.6	5.5
CN(C)c1nc(Oc2ccc(=O)n(-c3ccccc3)n2)nc(N2CCOCC2)n1	0.6	42.4	-1.1
CCC(C)(C(=O)NC1CCCC1)N(CC1CCCO1)C(=O)CNC(=O)c1ccccc1 (configuration not stated)	1	-4.2	5.1

Next part:
SMILES	CYP2C9 activ	CYP2C9 inhib	Candida biofilm
CCNc1nc(NCC)nc(Oc2ccc(OCC)nn2)n1	1.1	-7.6	-0.7
O=C(COC(=O)C1CCC1)Nc1ccc(OC(F)F)cc1	0.9	11.7	5.2
CCOC(=O)Cc1nnc(NC(=O)CSc2nnc3c4ccccc4n(C(C)C)c3n2)s1	0	98.1*	4.2
CNc1nc(C)c(C(=O)OCC(=O)OC)s1	1	4.7	6.3
